# All columns: NCI-60 one-dose screen, growth in % after 48 h at 10 µM unless noted; 100 = growth as untreated, 0 = no growth, -100 = all killed.
# HL-60(TB): HL-60(TB) leukemia cells; 78,000 tested, 9% active; AID 1794776; active = growth percent below 10
# The depositor's hits bear a star; & = joins results of further samples; [ ] = remark or other dose.
SMILES,HL-60(TB)
CCCCN=C(N)c1ccc(OCCSCCOc2ccc(C(N)=NCCCC)cc2)cc1,39
COc1ccc(C2=Nc3cccc4c3N(CCC4)C2c2ccc(OC)cc2)cc1 (stereo unspecified),68
CSc1ccc2c(c1)N(C(=O)/C(C#N)=C/c1ccc(C#N)cc1)c1ccccc1S2,108
CC1=C(C(=O)OC(C)(C)C)C(c2ccc3c(c2)OCO3)NC(=S)N1 (stereo unspecified),99
Cc1ccc([C@H]2C(C(=O)c3ccc(Cl)cc3)C3(N[C@@H]2c2ccccc2)C(=O)Nc2ccc(Cl)cc23)cc1 (stereo partly specified),34
Nc1cc([N+](=O)[O-])ccc1S(=O)(=O)O,80
COc1ccc2c(c1)CC/C(=C\c1ccc(OCC(=O)Nc3nccs3)cc1)C2=O,107
C=C(C[n+]1ccccc1)[C@@H]1CC[C@]2(C(=O)O)CC[C@]3(C)[C@H](CC[C@@H]4[C@@]5(C)CCC(=O)C(C)(C)[C@@H]5CC[C@]43C)[C@@H]12,67
CCn1c(Sc2nnc(NC(=O)CCSC(=S)N3CCOCC3)s2)nc2c1c(=O)n(C)c(=O)n2C,106
C#CCOc1ccc2ncnc(N3CCN(C(=O)C=C)CC3)c2c1,100[8.25 µM]
CNC(=O)c1cc(Oc2ccc(NC(=O)c3nc(S(C)(=O)=O)n(C)c3-c3ccc(F)cc3)cc2)ccn1,70
CC(C)(C)c1nc2ccccc2[nH]1,95
Cc1nc2sc(C(=O)Nc3cccc(Br)c3C)c(N)c2cc1C(O)c1ccccc1 (stereo unspecified),-47*
Cc1nc(Sc2nc3ccc([N+](=O)[O-])cc3s2)sc1C,-42*
COc1ccccc1NC(=S)/N=C/c1c(O)[nH]c(=O)[nH]c1=O,103
O=C(/C=C/c1cc(Br)cs1)CC(=O)/C=C/c1cc(Br)cs1,73
CSc1cc(SC)nc(SC)n1,90
O=C1/C(=C/c2ccc([N+](=O)[O-])cc2)Oc2cc(O)ccc21,61
COc1nc2cc(OC(C)C)ccc2cc1-c1nc2c(cnn2-c2ccccc2)c(=O)[nH]1,97
COc1ccc(-c2nc(NN)nc(N3CCOCC3)c2C#N)cc1,92

# Exported with bars between the fields: part of the list above.
SMILES | HL-60(TB)
CCCCN=C(N)c1ccc(OCCSCCOc2ccc(C(N)=NCCCC)cc2)cc1 | 39
COc1ccc(C2=Nc3cccc4c3N(CCC4)C2c2ccc(OC)cc2)cc1 (stereo unspecified) | 68
CSc1ccc2c(c1)N(C(=O)/C(C#N)=C/c1ccc(C#N)cc1)c1ccccc1S2 | 108
CC1=C(C(=O)OC(C)(C)C)C(c2ccc3c(c2)OCO3)NC(=S)N1 (stereo unspecified) | 99
Cc1ccc([C@H]2C(C(=O)c3ccc(Cl)cc3)C3(N[C@@H]2c2ccccc2)C(=O)Nc2ccc(Cl)cc23)cc1 (stereo partly specified) | 34
Nc1cc([N+](=O)[O-])ccc1S(=O)(=O)O | 80
COc1ccc2c(c1)CC/C(=C\c1ccc(OCC(=O)Nc3nccs3)cc1)C2=O | 107
C=C(C[n+]1ccccc1)[C@@H]1CC[C@]2(C(=O)O)CC[C@]3(C)[C@H](CC[C@@H]4[C@@]5(C)CCC(=O)C(C)(C)[C@@H]5CC[C@]43C)[C@@H]12 | 67
CCn1c(Sc2nnc(NC(=O)CCSC(=S)N3CCOCC3)s2)nc2c1c(=O)n(C)c(=O)n2C | 106
C#CCOc1ccc2ncnc(N3CCN(C(=O)C=C)CC3)c2c1 | 100[8.25 µM]
CNC(=O)c1cc(Oc2ccc(NC(=O)c3nc(S(C)(=O)=O)n(C)c3-c3ccc(F)cc3)cc2)ccn1 | 70
CC(C)(C)c1nc2ccccc2[nH]1 | 95
Cc1nc2sc(C(=O)Nc3cccc(Br)c3C)c(N)c2cc1C(O)c1ccccc1 (stereo unspecified) | -47*
Cc1nc(Sc2nc3ccc([N+](=O)[O-])cc3s2)sc1C | -42*
COc1ccccc1NC(=S)/N=C/c1c(O)[nH]c(=O)[nH]c1=O | 103

# Next section
SMILES,HL-60(TB)
N#Cc1c(-c2ccc(Cl)cc2)nc(NN=Cc2cccc(O)c2)nc1N1CCOCC1,67
Nc1ncnc2c1N=C(c1ccc(Cl)cc1)CC(c1cccc(Nc3ccnc4cc(C(F)(F)F)ccc34)c1)N2 (stereo unspecified),43
CCCCCCCC/C=C\CCCCCCCCOc1ccccc1CC(=O)NCC[N+]1(C)CCCC1,2.2*
Cc1nn(-c2ccccc2)c2ncnc(Nc3ccc(OCc4c(-c5ccccc5)no[n+]4[O-])cc3)c12,119
O=C1CCC(C(=O)N/N=C/C(=O)c2ccccc2)N1 (stereo unspecified),103
N/C(=N\N=C\c1ccccc1)c1c(N)nc(=S)[nH]c1-c1ccc(Cl)cc1Cl,97
COc1ccc(C2=NN(c3nc(-c4ccc(F)cc4)c(C#N)c(=O)n3C)C(=O)CC2)cc1,98
CCN(CC)CCOC(=O)Nc1ccc(Cl)cc1,87
COC1CC2C=C(C)/C=C/C=C/C(=O)NC(c3ccccc3)C/C=C/CCC(O)CC(=O)C2=C1O (stereo unspecified),-5.3*
N#Cc1cnn(CCCl)c1N,92
COc1ccc(-n2c(NC(=O)N3CCOCC3)c(C#N)c3ccc(F)cc32)cc1,112
O=C1C(O)=C(O[C@@H]2OC(CO)[C@@H](O)[C@@H](O)C2O)C(=O)c2ccccc21 (stereo partly specified),110
COc1ccc(-c2ccc(=O)oc2-c2cc(OC)c(OC)c(OC)c2)cc1O,-56*
CCOC(=O)C(NC(=O)C(Cl)Cl)C(O)c1ccccc1 (stereo unspecified),113
CCCCc1ccc(N=Nc2ccc(OCC[N+](C)(C)C)cc2)cc1,25
CC/C(Cc1ccc(O)cc1)=N\NC(N)=S,68
CC(=O)Nc1ccc(CC#N)cc1Br,123
Cc1ccc(-c2c(-c3ccccc3)c(=O)oc3ccc(C)cc23)cc1,87
Cc1ccc(-c2cc(-c3ccccc3)[nH]c(=O)c2C#N)cc1,87
COc1ccc(C2=NN(C=O)C(c3cccc(Nc4ccnc5cc(Cl)ccc45)c3)C2)cc1 (stereo unspecified),-13*

# Laid out differently: results already given.
canonical_smiles | HL-60(TB)
Cc1ccc(-c2cc(-c3ccccc3)[nH]c(=O)c2C#N)cc1 | 87
COc1ccc(C2=NN(C=O)C(c3cccc(Nc4ccnc5cc(Cl)ccc45)c3)C2)cc1 (stereo unspecified) | -13*

# Remaining list, next part.
SMILES,HL-60(TB)
N#Cc1c(Nc2ccc(N3CCOCC3)cc2)nc(SCC(=O)c2ccc(Br)cc2)nc1-c1ccccc1,86
CCOC(=O)C(C#N)C1CC2CCC1C2 (stereo unspecified),94
Cc1cc2nc3c4ccc(Br)cc4n(CCN(C)C)c3nc2cc1C,3.7*
CCCCOC(=O)c1ccccc1C(=O)c1ccccc1,68
O=C(CN1CCCCC1)NNc1ncnc2ccccc12,111
Oc1c(Cl)cc(Cl)c(Cl)c1Cl,107
c1ccc(Nc2ccccn2)cc1,65
O=C1N(Nc2ccccc2)C(=Nc2ccccc2)SC12C(c1ccc([N+](=O)[O-])cc1)CN(C1CCCCC1)C21C(=O)Nc2ccccc21 (stereo unspecified),73
CC(C)CC(N)(C(=O)O)C1CCCC1 (stereo unspecified),102
C#CCOC(=O)CNC(=O)[C@@]1(C)CC[C@]2(C)CC[C@]3(C)C(=CC(=O)[C@@H]4[C@@]5(C)CCC(=O)C(C)(C)[C@@H]5CC[C@]43C)[C@@H]2C1,86
CCN(CC)c1ccc2c(-c3ccccc3C(=O)O)c3ccc(=[N+](CC)CC)cc-3oc2c1,87
COc1ccc(OC)c(C2NC(=O)NC(C)=C2C(=O)c2ccc(Cl)cc2)c1 (stereo unspecified),93
CN(Cc1ccccc1)CC1C2CCC(C2)C1O (stereo unspecified),89&106
CN(C)c1ccc(C=O)cc1,98
BrC1c2ccccc2-c2ccccc21,106
Cc1ccc(Cn2c(NCCN=C(N)N)nc(=O)n(Cc3ccc(C(F)(F)F)cc3)c2=O)cc1,111
CC(N)C(=O)NC(CC(=O)O)C(=O)O (stereo unspecified),103
COc1ccc(-c2nc3c4c(-c5ccccc5)cn(-c5c(C)n(C)n(-c6ccccc6)c5=O)c4ncn3n2)cc1,88
COc1cc(/C=C/C(=O)O)ccc1OCc1cn(-c2ccc(Cl)cc2)nn1,85
COc1ccc(C(O)C#N)cc1OC (stereo unspecified),86
CC1C(c2ccccc2)OCN1CC=C(c1ccsc1)c1ccsc1 (stereo unspecified),82
COc1cc(NC(=O)CSc2nc3ccccc3c(=O)n2CCc2ccc(S(N)(=O)=O)cc2)cc(OC)c1OC,93
CCOC(=O)C(/C=C/C(C)C)(C(=O)OCC)C(C)C,104
NN1CCOC(c2ccccc2)C1 (stereo unspecified),-22*
CC1(C)CC[C@]2(CO)CC[C@]3(C)C(=CC[C@@H]4[C@@]5(C)CCNCC(C)(C)[C@@H]5CC[C@]43C)[C@@H]2C1,23
Cc1ccc(C2CC(c3ccc(Nc4nc(NCCO)nc(NCCO)n4)cc3)=NN2c2ccc(Cl)cc2)cc1 (stereo unspecified),81
NC(N)=NCCCOc1ccccc1,109&99
CC(=O)/C(=C\c1cccc([N+](=O)[O-])c1)C(=O)Nc1ccccc1C,105
O=C(CCCCC(=O)Nc1cccc(Cn2nnc3cc(Cl)c(Cl)cc32)c1)Nc1cccc(Cn2nnc3cc(Cl)c(Cl)cc32)c1,97
CC(O)c1ncc(/C=C2\SC(=S)N(Cc3ccco3)C2=O)s1 (stereo unspecified),84
CC1CC=CCC1COC(=O)CCCCC(=O)OCC1CC=CCC1C (stereo unspecified),81
O=C(CSc1cc[n+](CCCCF)c2ccccc12)n1ccc2ccccc21,112
CCc1c2c(c(C)c3c1oc1cc(OC)ccc13)C(=O)N(O)C2=O,97
CC1=CC(OC(=O)C(C)(O)CCC(C)(C(=O)OC2(C(C)C)CCCC3(C)OC32)C(C)C)C(C(C)C)CC1 (stereo unspecified),100
ClC1=C(Cl)C2(Cl)C3(Cl)C(Cl)=C(Cl)C(Cl)(C34OCCO4)C2(Cl)C12OCCO2 (stereo unspecified),96
COC(=O)Nc1ccc2ccc3c(NC(=O)OC)ccc4ccc1c2c43 (tested in a mixture with another compound),34
O=C(O)C(=C/C=C/c1ccccc1)C(=O)O,52
Cc1ccccc1OC(=O)c1ccccc1Cl,88
O=[N+]([O-])c1ccc(C=C2C(Cl)=C(Cl)C(Cl)=C2Cl)cc1,34
Cc1cccc2cc(C3CNC(=O)c4ccccc4N3)c(=O)[nH]c12 (stereo unspecified),116
O=NN(CCCl)C(=O)NCc1ccc(-c2ccc(CNC(=O)N(CCCl)N=O)cc2)cc1,89
O=C1CCc2cc(Nc3nc(NCCCO)nc4ccsc34)ccc2N1,96
CC1SC2(CCC(c3ccccc3)CC2)N(NC(=O)Cc2ccccc2Nc2c(Cl)cccc2Cl)C1=O (stereo unspecified),110
O=C1OCCN1/N=C\c1ccccc1,89
COc1cc(C=Nc2oc(-c3ccccc3)c(-c3ccccc3)c2C#N)cc(CN2CCCCC2)c1O,92
C=CCNC(=S)NN(C)C,93
CNc1ccc2c(c1)c1ccccc1n2C,94
COc1ccc(Nc2ncnc3c2sc2nc(C)cc(C)c23)cc1,98
N#C/C(=C\c1cccc2cnccc12)n1nc2cccc(F)c2n1,91
COC(=O)c1c(NC(=O)CSc2nnnn2-c2ccc(OC)cc2)sc(C)c1C,-6.7*
CN(Cc1ccccc1)c1nc(Cl)c(C2CC(c3ccc(F)cc3)=NN2C=O)s1 (stereo unspecified),102
O=C(c1ccccc1)C(O)(c1ccccc1)c1ccccc1,101
CCCCNCC(=O)Nc1cc(NC(=O)CNCCCC)c(C)c(NC(=O)CNCCCC)c1,73
O=S(=O)(NCCCNc1cc(-c2cn(-c3ccccc3)nc2-c2cccc(O)c2)ccn1)c1ccc(C(F)(F)F)cc1,25
CCOC(=O)CCCCN1C(=O)S/C(=C\c2ccc(Cl)cc2)C1=O,102
O=C(CCCn1c2c(sc3ccccc32)c(=O)n2nnc(-c3ccccc3)c12)NCCc1cnc[nH]1,82
COc1cc(C(=O)NCc2ccccc2OCCN(C)C)cc(OC)c1OC,94
C=C(C)[C@@H]1CC[C@]2(C(N)=O)CC[C@]3(C)[C@H](CC[C@@H]4[C@@]5(C)CCC(=O)C(C)(C)[C@@H]5CC[C@]43C)[C@@H]12,26
CCc1cc(Cl)c(OC)c(C(=O)NCC2CCCN2CC)c1O (stereo unspecified),85
c1ccc(-c2nc3ccccc3[nH]2)c(OCCCCCOc2ccccc2-c2nc3ccccc3[nH]2)c1,22

# The listing continues.
SMILES,HL-60(TB)
COc1cc(/C=C/C(=O)c2ccc(Nc3ncnc4ccccc34)cc2)cc(OC)c1OC,73
N#CCC1=NC(c2cccs2)=Nc2ccccc2S1,91
O=C1CCN(Cl)C(=O)N1Cl,107
Cc1cc2nc3c4cc(F)ccc4n(CC#N)c3nc2cc1C,102
COc1ccc(OC)c(-c2cn3nc(-c4cn(C)c5ccccc45)sc3n2)c1,96
O=C(/C=C/c1ccccc1Cl)c1ccc(O)c(CN2CCN(c3cc4c(cc3F)c(=O)c(C(=O)O)cn4C3CC3)CC2)c1,42
O=C1C(Cl)=C(Nc2cccc3ccccc23)C(=O)c2ccccc21,71
C/C=C/C=N/N(C(=O)c1cc([N+](=O)[O-])cc([N+](=O)[O-])c1)C1=NC(c2ccccc2)C(c2ccccc2)=NN1 (stereo unspecified),102
Cc1ccc(Nc2c(C(N)=O)cnc3ccc(C(=O)/C=C/c4ccc(Cl)cc4)cc23)cc1,117
COc1cc(C=O)ccc1Oc1nc(NCCO)nc(N2CCOCC2)n1,93
O=C(O)CNC(CO)(CO)CO,109
Cc1ccc(-n2c(C)c(-c3ccccc3)c(-c3ccccc3)c2C)cc1,58
N#CCNc1ccc(C(=O)O)cc1,99
CCOC(=O)c1cc(C(=O)c2ccc(Br)cc2)n2ccc(OC)cc12,108
COc1cc(C=Nc2cccc(C(=O)O)c2)ccc1N(CCCl)CCCl,110
CC1CC2(c3ccccc3)N(CCc3cncn32)C1=O (stereo unspecified),96
OCc1[nH]nc(-c2ccccc2)c1[C@@H](NCc1ccccc1)c1ccccc1,97
NS(=O)(=O)c1ccc(C(=O)N2N=C(c3ccccc3)CC2c2ccccc2)cc1 (stereo unspecified),95
C[C@H]1[C@H](C)CC[C@]2(C(=O)O)CC[C@]3(C)C(=CC[C@@H]4[C@@]5(C)C/C(=C/c6ccco6)C(=O)C(C)(C)[C@@H]5CC[C@]43C)[C@H]12,-3.0*[100 µM]
Clc1ccc(C2=NN(c3cc(Cl)cc(Cl)c3)C(c3cccc(Nc4ccnc5cc(Cl)ccc45)c3)C2)cc1 (stereo unspecified),106
S=c1[nH]ccs1,106
CCOc1ccccc1N(CCO)CCO,104

# Not all compounds are listed; rates above refer to the full screens.
